Screening data deposited in PubChem by National Center for Advancing Translational Sciences (NCATS).
N370S GC = N370S glucocerebrosidase modulation, Gaucher chaperone candidate. 330,000 compounds, 0.092% hits. AID 2101. P04062. Potency, µM (series often up to 59.4 µM), for the others: at the highest dose activity change, negative = inhibition, most hits filed as inhibitors. N370S GC spleen homogenate, 4MU-glucoside fluorescence;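 also: 0% = full enzyme activity and -100% = no enzyme basal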
TDP1 inh = TDP1 (human) enzyme inhibition. Q9NUW8. recombinant TDP1, AlphaScreen DNA substrate cleavage. Potency, µM (doses to about 130 µM), inactives show top-dose activity change, negative = inhibition, hits mostly inhibitors. 350,000 compounds, 0.28% hits. AID 485290; also: nearly all actives have a fitted effect of over 40% in size
Target sequence (Q9NUW8 whole entry, looked up): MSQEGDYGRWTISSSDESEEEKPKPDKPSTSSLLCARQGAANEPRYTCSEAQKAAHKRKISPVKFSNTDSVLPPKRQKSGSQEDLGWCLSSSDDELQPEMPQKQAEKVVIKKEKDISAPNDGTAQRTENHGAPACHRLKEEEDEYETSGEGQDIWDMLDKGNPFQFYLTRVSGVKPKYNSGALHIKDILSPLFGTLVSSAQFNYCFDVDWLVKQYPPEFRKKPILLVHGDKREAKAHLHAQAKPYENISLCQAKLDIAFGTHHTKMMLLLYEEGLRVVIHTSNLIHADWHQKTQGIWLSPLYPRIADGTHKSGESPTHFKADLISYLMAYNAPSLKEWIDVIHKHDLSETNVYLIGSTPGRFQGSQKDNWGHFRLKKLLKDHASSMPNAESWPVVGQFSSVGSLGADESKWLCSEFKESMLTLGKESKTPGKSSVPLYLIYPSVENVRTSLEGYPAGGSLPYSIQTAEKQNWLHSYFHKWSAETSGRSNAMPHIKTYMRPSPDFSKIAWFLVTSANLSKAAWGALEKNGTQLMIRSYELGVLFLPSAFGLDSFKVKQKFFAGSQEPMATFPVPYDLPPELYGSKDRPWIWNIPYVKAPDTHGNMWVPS
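Recombinant E. coli-expressed Tdp1 (1 nM) preincubated with compound 15 min at RT, then 5'-biotin/3'-phosphotyrosine-FITC DNA substrate (15 nM) added for 5 min. AlphaScreen beads (10 ug/ml) added, 10 min RT; tyrosine-FITC cleavage read as signal loss.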
TDP1 cell noCPT = qHTS for Inhibitors of human tyrosyl-DNA phosphodiesterase 1 (TDP1): qHTS in cells in absence of CPT. 420,000 compounds, 15% hits. DT40 Tdp1-/- hTDP1 cells, no CPT, ATP luminescence, 48 h. Potency, µM (highest dose often 46.2 µM), for the others: at the top dose activity change, negative = growth inhibition, most hits filed as inhibitors; also: nearly all actives have a fitted effect of over 55% in size
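Cells were dispensed at 400 per well, compounds added by pin tool, plates incubated ≥48 hr at 37 °C, then CellTiter-Glo added for 30 min at room temperature before luminescence reading. Line: DT40 Tdp1-/- complemented with hTDP1; camptothecin omitted.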
The depositor's hits bear a star; ? = inconclusive; . = no result given; & = joins results of further samples; [ ] = dose if it differs, or a comment. Calls follow the shape of the dose curve; as a rule, active = well fitted curve in the direction sought with a large enough effect; inconclusive = small, poorly fitted or top-dose-only effect, or another doubt; inactive = no such curve, though single readings can be large; an effect the other way counts as inactive or inconclusive. Unless noted, % is scaled to controls: 0 for no effect and ±100 for the full control effect; potency is read from the fitted curve at half-maximal effect. The list is partial; count on the stated rates, not on these rows.

SMILES	N370S GC	TDP1 inh	TDP1 cell noCPT
CSc1ccccc1OCc1cc(C(=O)N(C)CCn2nc(C)cc2C)no1	-4%	3%	21µM*
Cc1ccccc1C(=O)NC(=S)Nc1ccc2[nH]c(=O)[nH]c2c1	4%	7%	10%
CC(=O)c1ccc(-n2c(CCC(=O)O)ccc2-c2ccc(Cl)cc2)cc1	-7%	.	4%
CCCCN(CC)S(=O)(=O)c1ccc2c(c1)n(C)c(=O)c(=O)n2C	9%	.	-26%
COc1ccc(-c2cc(C(F)(F)F)nc(SCC(=O)Nc3ccc4c(c3)OCO4)n2)cc1OC	-6%	8%	1%
Fc1ccc(Nc2ncncc2-c2ccoc2)cc1	-15%	.	-12%
O=C(NCc1ccc(Cl)cc1)c1ccc2c(c1)NC(=O)C(CS(=O)(=O)Cc1ccc(F)cc1Cl)N2 (stereo not drawn)	.	7%	?
O=C(NCCCN1CCOCC1)c1cc2c([nH]c3ccccc32)c(-c2cccc(Br)c2)n1	-19%	.	8.2µM*
CC(=O)C1=C(O)C(=O)N(c2ccc(Br)cn2)C1c1ccc(Br)cc1 (stereo not drawn)	-4%	6%	?
C1CCc2nnc(-c3nnc4n3CCCCC4)n2CC1	-2%	2%	-2%
CCOC(=O)C1=C(N)n2c(s/c(=C\c3cccs3)c2=O)=C(C(=O)OCC)C1c1cccs1 (stereo not drawn)	2%	0%	6.5µM*
CCCCCn1c(N2CCCC2)nc2c1c(=O)n(C)c(=O)n2C	7%	7%	?
Cc1ccc(-n2c(O)c(/C=N/n3cnnc3)c3ccccc3c2=O)cc1	-15%&-4%	-1%&8%	-2%&5%
COc1ccc2cc(C(=O)C3CCCN(C(=O)CCc4ccccn4)C3)ccc2c1 (stereo not drawn)	-1%	-1%	?
CC(=O)Nc1ccc(SCc2csc(C)n2)cc1	1%	2%	2%
COc1cc(C2C3CN(C)CC=C3C(C#N)=C(N)C2(C#N)C#N)ccc1OC(C)C (stereo not drawn)	-11%	-6%	-27%
C/C(=N/N1CCN(c2ccccc2)CC1)c1cccc([N+](=O)[O-])c1	0%	5%	?
CCCCN(CCCC)CCNC(=O)CNC(=O)c1cccs1	8%	-9%	-1%
O=C(CSc1n[nH]c(=O)[nH]c1=O)Nc1ccccc1C(=O)c1ccccc1	0%	0%	-8%
NC(=O)Nc1ccc(C(=O)OCC(=O)N(Cc2ccccc2)C2CCS(=O)(=O)C2)cc1 (stereo not drawn)	-3%	2%	-9%
CC1=C(C#N)C(c2ccc3ncccc3c2)C(C#N)=C(C)N1	-5%	5%	-30%
CCCOc1ccc(C(=O)N(Cc2cccs2)C2CCS(=O)(=O)C2)cc1 (stereo not drawn)	-11%	4%&4%	?
S=c1[nH]nc(-c2cccs2)n1/N=C/c1cn(-c2ccccc2)nc1-c1ccccc1	?	.	?
COc1ccc(/C=C2\SC(=S)N(NC(=O)c3csc4c3CCCC4)C2=O)cc1	4%	0%	-19%
Cc1nn(S(=O)(=O)c2ccc(C(C)C)cc2)c(C)c1S(=O)(=O)N1CCOCC1	-1%	6%	8%

By substructure, the compounds so far containing a Cl atom
SMILES	N370S GC	TDP1 inh	TDP1 cell noCPT
CC(=O)c1ccc(-n2c(CCC(=O)O)ccc2-c2ccc(Cl)cc2)cc1	-7%	.	4%
O=C(NCc1ccc(Cl)cc1)c1ccc2c(c1)NC(=O)C(CS(=O)(=O)Cc1ccc(F)cc1Cl)N2 (stereo not drawn)	.	7%	?

Carrying on.
SMILES	N370S GC	TDP1 inh	TDP1 cell noCPT
O=C(c1ccc(Cl)cc1)N1CCCCC(Cl)C1=O (stereo not drawn)	0%	-1%	-6%
COc1ccc(-c2nc(C(=O)O)cs2)cc1OC	4%	-3%	-12%
O=C(O)C(C(=O)O)=C1C2CC3CC(C2)CC1C3	17%	.	3%
COc1ccccc1CNC(=O)c1ccc2c(c1)N(Cc1c(F)cccc1Cl)C(=O)CS2	.	0%	?
Cc1ccc(C(=O)SC2=NCCS2)cc1	11%	0%	-21%
Cc1cc(C)nc(/N=C2\NC(=O)CC3C(=O)NCCN23)n1 (stereo not drawn)	7%	0%[56.1 µM]	3%
CCOC(=O)CCCNC(=O)CN1C(=O)NC2(CCCCCC2)C1=O	9%	1%	16%
O=C(NCc1ccccn1)C1CCCN(S(=O)(=O)c2ccccc2)C1 (stereo not drawn)	1%	2%	-10%
CC1(C)CC(=O)C(C2=NC3(CCCCCC3)Cc3ccccc32)=C(O)C1	5%	.	?
CS(=O)(=O)Nc1ccc(C(=O)Nc2ccccc2C(=O)NCc2ccco2)cc1	-5%	6%	-8%
C[C@H](NC(=O)c1ccc2c(c1)OCO2)c1nnc2ccccn12	-7%	0%	-15%
O=C(NC1CC1)c1ccc(N2CCCCC2)c([N+](=O)[O-])c1	1%	5%	?
C#CCOCCOCCOCCNc1nc(N2CCN(C(=O)[C@H](CO)n3cc([C@@H](N)C(C)C)nn3)CC2)nc(N2CCN(C(=O)[C@H](CCC(=O)O)n3cc([C@@H](N)CCCCN)nn3)CC2)n1	.	2%	-2%
COc1ccc(CNC(=O)C(C)NCc2ccccc2Cl)cc1 (stereo not drawn)	1%	.	-8%
CC(=O)c1cccc(NC(=O)N2C3CCC2CC(NC(=O)C2CC2)C3)c1 (stereo not drawn)	-3%	-8%	9%
C=CCn1c(SCC(=O)Nc2ccccc2F)nc2ccccc2c1=O	-10%	3%	-17%
CCc1ccccc1NC(=O)c1nnn(Cc2ccc(Cl)cc2)c1N	.	0%	13µM*
COc1ccc2[nH]cc(CCNC(=O)C3CC3)c2c1	4%	11%	-12%
Cc1ccccc1OCC(=O)Nc1nnc(-c2ccco2)s1	1%	-11%	-2%
O=C(O)c1ccc2oc(=O)c(S(=O)(=O)c3ccc(F)cc3)cc2c1	-2%	.	4%
NC(=O)COc1ccc(/C=N/NS(=O)(=O)c2ccccc2)cc1	20%	5%	7%
CC(=O)c1cc(CN2CCN(Cc3ccc(C)cc3)C(CCO)C2)cs1 (stereo not drawn)	-10%	.	?
O=S(=O)(c1ccccc1)N1CCC[C@@]2(CCN(c3cccc(-c4ccccc4)c3)C2)C1	6%	.	?
O=C(c1ccccc1)c1ccccc1NC(=O)C1CCCN1Cc1ccccc1 (stereo not drawn)	-2%	7%	?
CCOc1ccc(CN(C)C(=O)c2ccc(NS(=O)(=O)c3ccc4[nH]c(=O)[nH]c4c3)cc2)cc1	-23%	9%	-1%

Compound profiles (already shown). Values in the order: N370S GC	TDP1 inh	TDP1 cell noCPT
C#CCOCCOCCOCCNc1nc(N2CCN(C(=O)[C@H](CO)n3cc([C@@H](N)C(C)C)nn3)CC2)nc(N2CCN(C(=O)[C@H](CCC(=O)O)n3cc([C@@H](N)CCCCN)nn3)CC2)n1 across the screens: .	2%	-2%
NC(=O)COc1ccc(/C=N/NS(=O)(=O)c2ccccc2)cc1 across the screens: 20%	5%	7%
O=C(c1ccc(Cl)cc1)N1CCCCC(Cl)C1=O (stereo not drawn) across the screens: 0%	-1%	-6%
O=C(O)c1ccc2oc(=O)c(S(=O)(=O)c3ccc(F)cc3)cc2c1 across the screens: -2%	.	4%

Single values from the results shown:
`CCOC(=O)C1=C(N)n2c(s/c(=C\c3cccs3)c2=O)=C(C(=O)OCC)C1c1cccs1` (stereo not drawn) in TDP1 cell noCPT shows 6.5µM*
`CCOC(=O)CCCNC(=O)CN1C(=O)NC2(CCCCCC2)C1=O` in N370S GC shows 9%
`NC(=O)Nc1ccc(C(=O)OCC(=O)N(Cc2ccccc2)C2CCS(=O)(=O)C2)cc1` (stereo not drawn) in N370S GC shows -3%
`C1CCc2nnc(-c3nnc4n3CCCCC4)n2CC1` in TDP1 inh shows 2%
`COc1ccc(/C=C2\SC(=S)N(NC(=O)c3csc4c3CCCC4)C2=O)cc1` in TDP1 inh shows 0%
`NC(=O)COc1ccc(/C=N/NS(=O)(=O)c2ccccc2)cc1` in TDP1 inh shows 5%

Part of the list above, with two lines to a compound.
The line under a structure holds: N370S GC, TDP1 inh, TDP1 cell noCPT
> O=C(NCc1ccccn1)C1CCCN(S(=O)(=O)c2ccccc2)C1 (stereo not drawn)
  1%, 2%, -10%
> CC1(C)CC(=O)C(C2=NC3(CCCCCC3)Cc3ccccc32)=C(O)C1
  5%, ., ?
> CS(=O)(=O)Nc1ccc(C(=O)Nc2ccccc2C(=O)NCc2ccco2)cc1
  -5%, 6%, -8%
> C[C@H](NC(=O)c1ccc2c(c1)OCO2)c1nnc2ccccn12
  -7%, 0%, -15%
> O=C(NC1CC1)c1ccc(N2CCCCC2)c([N+](=O)[O-])c1
  1%, 5%, ?

Carrying on:
SMILES	N370S GC	TDP1 inh	TDP1 cell noCPT
COc1ccccc1NC(=S)N1CCN(C(=O)c2ccco2)CC1	1%	7%	-24%
CCOC(=O)C1CCCN(C(=O)c2cncc(Br)c2)C1 (stereo not drawn)	15%	-4%	-10%
COC(=O)CCn1[nH]c(=O)c2ccccc2c1=O	0%	2%	-11%
O=C(Nc1ccc2oc(=O)ccc2c1)c1ccc2ccccc2c1	1%	11%	?
COC(=O)C1CCN(C(=O)c2ccc(Cl)c(S(=O)(=O)NCc3ccco3)c2)CC1	.	-2%	?
CCOC(=O)C1=C(COC(=O)[C@@H]2CCCN2S(=O)(=O)c2ccc(C)cc2)NC(=O)NC1C (stereo partly drawn)	1%	3%	-2%
Cc1cccc(NC(=S)N(CCN2CCOCC2)Cc2cc3cc4c(cc3[nH]c2=O)OCCO4)c1	?	7%	16µM*
CC(SC1=NCCS1)C(=O)Nc1nnc(-c2ccc(Cl)cc2)s1 (stereo not drawn)	2%	8%	21µM*
C[C@@]12CC[C@@H]3c4ccc(O)cc4CC[C@H]3[C@H]1CC[C@H]2O	11%[21.6 µM]	10%[21 µM]	.
O=C(c1ccccc1)N1CCN(CCc2ccccn2)CC1	0%	-7%&1%	-21%&2%
O=C(c1ccc(Cl)cc1)c1cnc2ccccn12	7%	0%	-22%
CCc1nnc(NC(=O)CSc2nnc(CNC(=O)c3ccc(OC)c(OC)c3)o2)s1	-3%	2%	-9%
CCNC(=O)CN(C1CCCCC1)S(C)(=O)=O	3%	1%	-14%
COc1ccc(N(C(=O)c2ccccc2C)S(=O)(=O)c2ccc3c(c2)n(C)c(=O)n3C)cc1	.	4%	?
O=C(C1CC1)N1CCN=C1SCc1ccc(Cl)cc1	-20%	0%	?
Cc1ccccc1NC(=O)N(C(C)C)C(C)C	-2%	5%	0%
Cc1ccc(S(=O)(=O)N2CCC(C(=O)NCC3CCCO3)CC2)cc1 (stereo not drawn)	.	-6%	1%
O=C(COC(=O)CNC(=O)c1ccccc1F)Nc1ccc(Cl)cn1	.	-3%	8%
Cc1ccc(C)c(CSc2ncccc2C(=O)O)c1	0%	-3%	2%
Cc1ccc(C(C(=O)NC2CCCCC2)N2CCC3(CC2)OCCO3)cc1 (stereo not drawn)	10%	-2%	-8%
CCC1(C)CC(=O)c2c(ccc3oc(C(=O)Nc4ccc(C(C)=O)cc4)c(C)c23)O1 (stereo not drawn)	.	5%	?
CN(Cc1ccccc1)C(=O)c1cc(-c2cccc(Cl)c2)on1	.	-8%	?
CCN1C(C#N)=C(C#N)N=C(C)CC1(C)C	-24%	-3%	7%
COc1ccc(CN2CCN(Cc3ccc4ccccc4c3)CC2)cc1OC	-8%	.	18µM*
COc1ccc(CCNC(=O)CNS(=O)(=O)c2ccc(Br)s2)cc1OC	0%	4%	-10%
Cc1ccc(S(=O)(=O)N2CCCCC2)cc1NC(=O)Cn1cnc2c1c(=O)n(C)c(=O)n2C	-5%	-2%[0.505 µM]	-9%
O=C(Cc1ccc(F)cc1)Nc1cccc(-c2cn3c(n2)SCC3)c1	-2%	5%	?
O=C(O)CCNc1nc(-c2ccccc2)nc2ccccc12	-4%	2%	?
